KLK5 inh = blocks human kallikrein 5 protease activity; recombinant hK5, fluorogenic AMC substrate cleavage; inhibition, % at 5 µM; 210,000 tested, 0.59% active;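 active means inhibition of 40% or more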;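 further: 0% = enzyme controls without compound and 100% = no-enzyme blanks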
Target sequence (Q9Y337 67-293 limits assumed): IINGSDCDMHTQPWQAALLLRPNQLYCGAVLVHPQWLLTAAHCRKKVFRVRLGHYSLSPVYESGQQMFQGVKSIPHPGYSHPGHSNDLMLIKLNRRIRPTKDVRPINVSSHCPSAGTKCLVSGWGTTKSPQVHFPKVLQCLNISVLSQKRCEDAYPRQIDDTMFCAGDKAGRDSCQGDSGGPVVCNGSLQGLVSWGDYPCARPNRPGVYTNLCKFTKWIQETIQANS
Rad51 HR inh = Rad51 (human) homologous recombination inhibition; AID 1385; inhibition, % at 10 µM; hRad51 DNA strand exchange, fluorescence dequenching; 200,000 tested, 0.085% active; Q06609;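 active means inhibition above 40% at the single screening dose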;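 further: 0% = DMSO control wells and 100% = blanks with heterologous ssDNA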
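material = hRad51 filaments on single-stranded DNA | timing = filaments 15 min 37 °C, then compound 30 min | signal = FRET fluorescence dequenching, excitation 485 nm, emission 520 nm | benchmarks = control wells and blank wells on each plate | evaluation = percent inhibition relative to plate controls and blanks | compound = 10 µM final, single point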
Hck-Nef inh = inhibitors of human Hck kinase activated by Nef; inhibition, % at 20 µM; Recombinant Hck-YEEI plus Nef, Z-Lyte FRET kinase assay; AID 463187; P08631; 220,000 tested, 0.68% active;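 active means Hck-Nef kinase inhibition above about 50%, limit read from the data; inactive means inhibition below that limit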;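 further: 0% = DMSO with Hck plus Nef and 100% = Hck alone without Nef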
TNF necrop inh = inhibitors of TNF-alpha induced necroptosis in Jurkat FADD-/- cells; Jurkat FADD-/- TNF necroptosis rescue, ATP luminescence, 24 h; 0 = TNF only, 100 = no-TNF cells; activation (protection from cell death), % at 10 µM; 220,000 tested, 0.068% active; AID 463075;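 active means activation, meaning protection from cell death, of at least 50% relative to plate controls; inactive means activation below 50%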;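 further: necroptosis triggered by 40 ng/mL TNF-alpha added together with compound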
FXIa inh = inhibitors of human coagulation factor XIa | P03951 | purified FXIa, Boc-Glu-Ala-Arg-AMC fluorogenic substrate | inhibition, % at 5 µM | 220,000 tested, 0.14% active | AID 798;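 active means inhibition of at least 40%; inactive means inhibition below 40%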;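 further: fluorescence of freed AMC excited at 355 nm; 0% = enzyme without compound and 100% = no enzyme blank; many of its hits are not listed in these tables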
Target sequence (P03951 19-387 limits assumed): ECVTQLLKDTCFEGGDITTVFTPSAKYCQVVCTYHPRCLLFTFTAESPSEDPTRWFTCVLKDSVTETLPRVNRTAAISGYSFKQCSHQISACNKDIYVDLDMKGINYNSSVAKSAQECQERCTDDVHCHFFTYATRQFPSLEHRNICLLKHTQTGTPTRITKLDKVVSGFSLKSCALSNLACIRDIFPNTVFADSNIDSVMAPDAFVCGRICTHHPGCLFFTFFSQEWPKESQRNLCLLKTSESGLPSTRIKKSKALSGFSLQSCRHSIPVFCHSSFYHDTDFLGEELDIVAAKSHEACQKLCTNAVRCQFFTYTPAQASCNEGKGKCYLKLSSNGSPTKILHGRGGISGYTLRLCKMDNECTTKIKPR
Target sequence (P03951 388-625 limits assumed): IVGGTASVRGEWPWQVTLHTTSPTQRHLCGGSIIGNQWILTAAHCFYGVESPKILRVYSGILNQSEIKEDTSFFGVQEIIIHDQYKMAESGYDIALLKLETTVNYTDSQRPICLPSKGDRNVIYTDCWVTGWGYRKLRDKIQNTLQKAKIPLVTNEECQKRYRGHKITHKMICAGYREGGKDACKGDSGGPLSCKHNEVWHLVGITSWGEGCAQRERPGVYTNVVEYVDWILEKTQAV
FXIIa inh 1536 = inhibitors of human coagulation factor XIIa; purified FXIIa, Boc-QGR-AMC fluorogenic substrate, 2 h; inhibition, % at 5 µM; P00748; 220,000 tested, 0.3% active; in the data active means inhibition above about 40%;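 further: 0% = enzyme with no compound and 100% = blank without enzyme; many of its hits are not listed in these tables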
KCC2 mod = KCC2 (human) Cl- transport modulation; KCC2 cells, thallium flux FluoZin-2 fluorescence; B-score of Tl+ flux slope (higher = more flux/activation; lower = inhibition) at 10 µM; 190,000 tested, 2.2% active;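 active means thallium flux slope and its plate-corrected score both differing from the plate sample mean at a set confidence after two filtering rounds, in either direction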;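 further: slope of fluorescence scaled to starting intensity during 10 to 20 s after thallium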
thrombin 1536 = thrombin (human) inhibition; P00734; alpha-thrombin, Boc-VPR-AMC fluorogenic substrate cleavage; inhibition, % at 5 µM; 220,000 tested, 0.26% active; AID 1046;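 active means inhibition at or above 40%; inactive means inhibition below 40%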;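 further: 0% = enzyme with no compound and 100% = wells without enzyme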
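Test system: human alpha-thrombin protein / Dosing: one concentration per compound, 5 µM, with 0.2% DMSO / Medium: pH 7.5 Tris-saline with Tween 20 / Benchmarks: no-compound enzyme wells and no-enzyme blanks / Read-out basis: percent inhibition of thrombin substrate cleavage / Timing: reaction at room temperature / Measured by: fluorescence, ex 355 nm, em 460 nm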
L929 necroptosis = L929 zVAD cell death inhibition | viability rescue, % at 10 µM | 220,000 tested, 0.38% active | L929 zVAD necroptosis rescue, ATP luminescence, 24 h; with zVAD 60 µM;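 active means activation, scaled between plate controls, above about 75%, limit read from the data; inactive means activation under that limit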;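 further: 0% = zVAD with DMSO and 100% = DMSO alone without zVAD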
Numbers without * were called inactive; nt = not tested or not shown. These rows are one share of the data; rates above refer to the full screens.

SMILES | KLK5 inh | Rad51 HR inh | Hck-Nef inh | TNF necrop inh | FXIa inh | FXIIa inh 1536 | KCC2 mod | thrombin 1536 | L929 necroptosis
O=C1c2ccccc2C(=O)N1CCc1csc(-c2ccccc2)n1 | -3 | 0 | 0 | -4.0 | 0 | 2 | -2.3 | -5 | 0.4
COc1ccc(S(=O)(=O)c2c(C)c(NS(=O)(=O)c3ccccc3)cc(C)c2O)cc1 | nt | nt | -5 | -3.3 | -6 | -1 | -0.0025 | -8 | 0.5
Cc1c(C(=O)OCC(=O)Nc2c(C)n(C)n(-c3ccccc3)c2=O)oc2ccccc12 | 5 | 3 | 19 | -0.4 | 0 | 8 | 0.47 | -4 | 0.8
CC1CCN(S(=O)(=O)c2cccc(-c3csc(-c4cccnc4)n3)c2)CC1 | 12 | -3 | 0 | 5.0 | -12 | 13 | 1.2 | 4 | 1.3
O=C(Cc1csc(Nc2nc(=S)[nH]c3ccccc23)n1)NCCCN1CCN(c2ccccc2F)CC1 | -63 | -9 | 28 | 2.8 | -2 | 9 | 20* | 6 | -0.9
COc1ccc(N2CCN(c3ccc(N4C(=O)CC(C)C4=O)cc3[N+](=O)[O-])CC2)cc1 (stereo not drawn) | 1 | 4 | 23 | 2.5 | -1 | 8 | -0.28 | -3 | 5.1
CCOC(=O)C(C(=O)OCC)[C@@H]1CS(=O)(=O)C[C@H]1C(C(=O)OCC)C(=O)OCC | 6 | 11 | -1 | 1.0 | 2 | 12 | 1.6 | 5 | -0.9
CCN(CC)S(=O)(=O)c1cccc(C(=O)N2CC(O)CC2C(=O)O)c1 (stereo not drawn) | -9 | 6 | 6 | 0.3 | -4 | -9 | -0.088 | -12 | 0.0
O=C(NCc1cccnc1)c1ccccc1[N+](=O)[O-] | -2 | nt | 3 | 0.6 | 7 | 14 | -0.15 | 4 | 1.3
CCOc1nc(SCCOc2ccc(Cl)cc2Cl)nc(N(C)C)n1 | -9 | nt | 1 | 2.9 | 1 | 4 | -0.5 | -6 | nt
CCC(C)Nc1nc(-c2ccc3c(c2)NC(=O)CO3)cs1 (stereo not drawn) | 2 | -10 | 0 | -2.9 | 2 | 6 | 0.36 | 0 | -0.5
Cc1ccnc(NC(c2cccnc2)c2ccc3cccnc3c2O)c1 (stereo not drawn) | -36 | -10 | 1 | -6.2 | -5 | 2 | 1.2 | -2 | -0.6
COc1ccc(-n2cnnc2SCC(=O)Nc2cc(C(C)(C)C)nn2-c2ccccc2)cc1 | -1 | -3 | -20 | 17 | 1 | 5 | -0.4 | 1 | 85*
COc1cccc(CC2(CO)CCCN(Cc3cn[nH]c3-c3ccc(F)cc3)C2)c1 (stereo not drawn) | 7 | nt | 9 | 2.8 | 1 | 4 | 0.16 | -4 | -0.6
O=C(Nc1c(Cl)cccc1Cl)c1cc(=O)n(Cc2ccccc2)c(=O)[nH]1 | -115 | -7 | 1 | -1.7 | 3 | 4 | 0.48 | 0 | 0.2
CC(=O)Cc1nsc(Nc2ccc(C)cc2)n1 | -4 | 7 | 20 | 8.5 | -7 | 4 | 0.49 | -5 | 2.4
CN(C)CCNc1cnn(-c2ccccc2)c(=O)c1Cl | 2 | 1 | 12 | 0.3 | 4 | 5 | 0.1 | -6 | -0.2
Cc1ccc(NC(=S)NC(=O)c2ccc(F)cc2)cc1S(=O)(=O)Nc1cccc(Cl)c1 | -15 | 5 | -18 | -5.2 | 1 | -3 | 1.3 | 0 | 0.1
CC1(C)Cc2c(C#N)c(N)sc(=S)c2CO1 | -16 | 1 | 10 | -3.4 | 2 | 21 | -0.2 | 4 | 0.2
COc1ccc(C(=N/O)/C(=N/O)c2ccc(OC)cc2)cc1 | 7 | -6 | 1 | 0.9 | 0 | 15 | -1.4 | -3 | 0.0
COc1ccc(/C=N/NC(=O)COc2cc(C)cc(C)c2)cc1COC(C)=O | -11 | 12 | 0 | 0.9 | -5 | 8 | nt | -6 | 0.1
CC(C)CCN1C(=O)c2ccc(C(=O)Nc3c[nH]c(=O)[nH]c3=O)cc2C1=O | -23 | 2 | -2 | -1.1 | -7 | -2 | -1.5 | 1 | 1.0
COc1ccc(OC)c(-c2nnc(SCC(=O)N3CCOCC3)o2)c1 | 8 | -4 | -4 | -0.7 | 6 | 12 | -0.17 | -1 | -0.4
O=C(O)c1cccc(Nc2nc(-c3cccnc3)nc3ccccc23)c1 | -2 | -2 | 11 | 1.8 | 5 | 4 | -0.98 | 0 | 1.5
COC(=O)C(C)Oc1ccc(=O)[nH]n1 (stereo not drawn) | 12 | -5 | 2 | -0.2 | -1 | 4 | nt | -4 | 1.4
CCCCNC(=O)c1onc(CSc2cc(C)ccc2C)c1C(=O)O | 3 | -12 | 2 | -1.7 | 7 | 8 | -0.71 | -1 | -0.1
CC(/C=C1\SC(=S)N(NC(=O)c2ccc(O)cc2)C1=O)=C\c1ccccc1 | 3 | 13 | 1 | 1.2 | 3 | 16 | -1.5 | 2 | 0.4
Cc1cc(C)cc(NC(=O)CC2NCCNC2=O)c1 (stereo not drawn) | 10 | 8 | 2 | 1.2 | -6 | 3 | 1.2 | -4 | -0.2
COc1ccc(C(=O)C(OC(=O)c2ccccc2Cl)c2ccccc2)cc1 (stereo not drawn) | -4 | 2 | 0 | 1.0 | 4 | 14 | -0.12 | -6 | 1.1
Cc1ccc(OC(=O)c2c(C)nn(-c3ccccc3)c2C)cc1 | -1 | 3 | 3 | 2.9 | 1 | 9 | 0.0065 | 5 | 1.4
Cn1cccc1/C=N/N1CCN(Cc2ccc(Cl)cc2)CC1 | 3 | 1 | 11 | -2.2 | -2 | 4 | -2 | -2 | 0.3
CCOC(=O)CSc1nnc(-c2ccccc2)o1 | -6 | -12 | 7 | -0.9 | 44* | 30 | 0.23 | 0 | -0.4
CNc1ncc(-c2nnnn2-c2ccccc2)c(-c2ccccc2)n1 | -2 | 17 | 1 | 1.9 | -1 | 9 | 0.47 | 3 | -0.3
CCOC(=O)c1cnn(-c2sc(C(=O)OCC)c(C)c2C(=O)OCC)c1N | nt | -3 | 2 | -0.3 | nt | nt | 43* | nt | 0.4
CCC(=O)Nc1ccc(C(=O)NNC(=O)C(c2ccccc2)c2ccccc2)cc1 | -11 | 3 | 4 | -0.2 | 6 | 10 | 1.6 | -17 | 0.4
CN(C)S(=O)(=O)c1cccc(C(=O)Nc2cccnc2)c1 | 2 | -1 | 12 | 1.3 | 5 | 16 | 0.86 | 2 | -0.5
CCOC(=O)c1ccc2nc(C(F)(F)F)[nH]c(=O)c2c1 | 2 | 10 | 0 | -4.3 | 5 | 13 | -0.012 | 1 | 0.2
Cc1cc(-c2cccc(Br)c2)c(C#N)c(N)n1 | -2 | 22 | -1 | -2.1 | 1 | 6 | 1.2 | 4 | 1.1
N#C/C(=C/c1cn[nH]c1-c1cccc(Br)c1)C(=O)O | 2 | 17 | 14 | 0.0 | -10 | 3 | 0.47 | -3 | -0.6
NC(=O)C1=C[C@H](C2CCCCC2)C[C@H](OCc2ccc(CO)cc2)O1 | 1 | -3 | 1 | 1.1 | -1 | 7 | 0.45 | -2 | 2.5
CCOc1ccccc1C(=O)N(Cc1ccccc1)Cc1cc2cc3c(cc2[nH]c1=O)OCCO3 | nt | 3 | 15 | -3.3 | nt | nt | -2.5 | nt | -0.2
CCC(CC)C(=O)Nc1cc(C)cc(C)c1 | -19 | 9 | -15 | 2.1 | 10 | 10 | 1.2 | 5 | -1.0
COc1ccc(CCNC(=O)c2nn(C)cc2Cl)cc1 | 3 | 5 | 5 | -1.3 | 0 | -6 | -1.3 | -19 | -0.1
CCc1nnc(NC(=O)CSc2nnc(COc3ccc(C#N)cc3)n2-c2ccccc2)s1 | -5 | -4 | 1 | -3.6 | 3 | 2 | 0.4 | -9 | 0.7
COc1ccc(-n2ncc(N(C)n3cccc3)c(Cl)c2=O)cc1 | -6 | 14 | 2 | -7.8 | -8 | -3 | 0.59 | -3 | -0.3
CCOc1ccc(C(=O)NN2C(=S)NC(C)(C)C=C2C)cc1 | 3 | nt | 12 | 3.3 | 3 | 8 | 0 | -4 | 0.5
O=C(CSc1nc2cc(Cl)ccc2o1)Nc1ccc(N2CCOCC2)cc1 | 5 | -4 | 0 | 0.3 | 22 | 27 | 0.99 | 3 | 0.1
Cn1nc(C(F)(F)F)c(-c2cccc(C(F)(F)F)c2)c1NC(=O)CSCC(=O)O | 0 | 20 | 19 | 1.8 | 3 | 5 | -0.31 | 3 | 0.5
Cc1ccc(CNS(=O)(=O)c2c(C)n(C)c(=O)n(C)c2=O)cc1 | -4 | -2 | 3 | 3.6 | -3 | 2 | 0.036 | -12 | 0.1
C(=C\c1ccccc1)/C=N/Nc1nncc(-c2ccccc2)n1 | 1 | 6 | 4 | 4.0 | 0 | 3 | -0.62 | -3 | 3.9
CC(NC(=O)c1cccnc1)C(c1ccccc1)N1CCN(C)CC1 (stereo not drawn) | -4 | -3 | 1 | -0.4 | 0 | 3 | 0.55 | 4 | 0.0
O=C(CCNC(=O)Cn1cnc2ccccc2c1=O)NCC1COc2ccccc2O1 (stereo not drawn) | -3 | -4 | 1 | -0.8 | 4 | 16 | nt | 2 | 0.9
COC(=O)c1ccccc1NC(=O)N1c2ccccc2CC1C (stereo not drawn) | -1 | 5 | 6 | 0.4 | 8 | 12 | 0.25 | 0 | -1.1
O=C(CSc1nc2ccccc2o1)c1ccc2c(c1)OCCO2 | -5 | 9 | -1 | -0.2 | -4 | -10 | -0.31 | -12 | 0.0
Nc1nonc1-c1nc2ccccc2n1Cc1ccc(Cl)cc1 | -10 | -3 | -4 | 4.1 | 6 | 17 | -0.78 | 2 | 1.1
COc1ccc(C(=O)O/N=C(\C)c2ccccc2)cc1 | -3 | -3 | -2 | 0.9 | -3 | 1 | -2.1 | -3 | 0.2
O=C(CSc1nc2ccccc2c(=O)n1-c1ccccc1)N1CCc2ccccc21 | -6 | -7 | 3 | 1.8 | 10 | 15 | 0.18 | -6 | -0.7
Cc1ccc(-c2nc(CSCC(=O)Nc3cc(C)on3)c(C)o2)cc1 | -17 | -14 | 1 | -0.6 | 1 | 11 | -0.4 | -1 | 0.0
CCc1ccc(OCC(=O)N2CCN=C2c2ccccc2)cc1 | 1 | -2 | -1 | 0.4 | -2 | 5 | nt | -3 | 0.0
CC(C)(C)OC(=O)CC[C@@H](C(=O)N1CCN(C(=O)OC(C)(C)C)CC1)n1cc(C(Cc2ccc(O)cc2)NC(=O)OC(C)(C)C)nn1 (stereo partly drawn) | 4 | nt | -7 | 0.4 | 2 | 11 | 0.42 | 6 | 0.4
